# Compound activity: PubChem BioAssay, several laboratories
# 14-3-3 Bad PPI: disrupts binding of bovine 14-3-3 zeta to phospho-Bad peptide; TR-FRET 14-3-3zeta/Dy647-pBad peptide displacement, 1 h; inhibition, % at 21.7 µM; 0.71% of 220,000 active; AID 781;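 active = inhibition above about 70%, limit read from the data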;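 also: 0% = full 14-3-3 plus peptide FRET controls and 100% = background without 14-3-3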
# eIF4E 4G PPI: eIF4E/eIF4G interaction inhibition in translation initiation | P63073+Q04637 | TR-FRET eIF4E-eIF4GI(517-606) binding, 2 h | 0.37% of 220,000 active | inhibition, % at 21.7 µM;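 also: 0% = full FRET control wells and 100% = background wells lacking eIF4GI fragment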
# KCC2 mod: modulators of human KCC2 chloride dependent transport. 2.2% of 190,000 active. Q9H2X9. KCC2 cells, thallium flux FluoZin-2 fluorescence. AID 1456. B-score of Tl+ flux slope (higher = more flux/activation; lower = inhibition) at 10 µM;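 active = thallium flux slope and its plate-corrected score both differing from the plate sample mean at a set confidence after two filtering rounds, in either direction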;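 also: slope of fluorescence scaled to starting intensity during 10 to 20 s after thallium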
# Target sequence (Q9H2X9 whole entry, looked up): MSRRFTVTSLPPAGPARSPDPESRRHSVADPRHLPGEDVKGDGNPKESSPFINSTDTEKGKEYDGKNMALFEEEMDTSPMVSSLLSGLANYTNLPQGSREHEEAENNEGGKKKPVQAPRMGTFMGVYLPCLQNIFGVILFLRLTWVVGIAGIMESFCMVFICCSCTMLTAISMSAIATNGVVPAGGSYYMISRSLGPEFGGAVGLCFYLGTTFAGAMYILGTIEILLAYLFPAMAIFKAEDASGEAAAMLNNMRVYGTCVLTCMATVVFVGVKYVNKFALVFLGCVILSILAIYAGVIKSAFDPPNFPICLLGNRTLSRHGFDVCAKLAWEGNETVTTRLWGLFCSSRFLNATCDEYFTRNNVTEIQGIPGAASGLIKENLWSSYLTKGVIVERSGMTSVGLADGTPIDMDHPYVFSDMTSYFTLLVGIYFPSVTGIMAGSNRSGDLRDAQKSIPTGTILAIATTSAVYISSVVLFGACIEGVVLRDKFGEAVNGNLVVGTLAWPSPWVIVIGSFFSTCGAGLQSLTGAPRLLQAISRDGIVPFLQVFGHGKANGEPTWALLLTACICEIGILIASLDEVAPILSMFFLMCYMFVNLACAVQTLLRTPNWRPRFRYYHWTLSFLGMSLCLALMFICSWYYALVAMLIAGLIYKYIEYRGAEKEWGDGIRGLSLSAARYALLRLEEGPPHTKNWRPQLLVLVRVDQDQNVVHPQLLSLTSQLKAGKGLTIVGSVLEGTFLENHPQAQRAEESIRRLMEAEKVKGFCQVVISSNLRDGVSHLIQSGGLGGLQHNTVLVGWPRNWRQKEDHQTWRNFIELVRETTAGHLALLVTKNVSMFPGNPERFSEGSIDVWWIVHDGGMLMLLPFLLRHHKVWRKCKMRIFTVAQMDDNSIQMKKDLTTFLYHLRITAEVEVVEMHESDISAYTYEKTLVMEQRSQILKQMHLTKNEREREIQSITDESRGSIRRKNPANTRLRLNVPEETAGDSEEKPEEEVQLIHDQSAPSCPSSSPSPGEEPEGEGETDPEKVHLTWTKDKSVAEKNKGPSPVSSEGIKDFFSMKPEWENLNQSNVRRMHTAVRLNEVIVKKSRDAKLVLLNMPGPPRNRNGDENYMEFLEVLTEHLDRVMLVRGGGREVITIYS
# Rad51 HR inh: Rad51 (human) homologous recombination inhibition; Q06609; hRad51 DNA strand exchange, fluorescence dequenching; inhibition, % at 10 µM; 0.085% of 200,000 active;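 active = inhibition above 40% at the single screening dose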;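 also: 0% = DMSO control wells and 100% = blanks with heterologous ssDNA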
#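 Read-out basis: percent inhibition relative to plate controls and blanks / Assay system: human Rad51 nucleoprotein filaments preassembled on unlabelled ssDNA / Timing: filaments 15 min 37 °C, then compound 30 min / Control set: per-plate controls and blanks / Technique: fluorescence dequenching at 485/520 nm / Compound: 10 µM final, single point / Also added: Fluorescein- and BHQ1-tagged 47-mer duplex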
# NCF1 inh: blocks human p47phox regulatory protein of NADPH oxidases | P14598 | p47phox/p22phox peptide binding, fluorescence polarization, 2 h | inhibition, % at 24.7 µM | 0.53% of 220,000 active;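 also: 0% = p47phox with labelled peptide and 100% = labelled peptide alone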
# EBV gp42 inh: blocks Epstein-Barr virus glycoprotein 42 binding; Fluorescence polarization binding assay, mP read-out; inhibition, % (tested at 21.74 µM); Q1HVG2; AID 1085; 0.42% of 220,000 active; in the data active = inhibition above about 50%
# Thrombin inh: thrombin (human) inhibition; P00734; alpha-thrombin, Boc-VPR-AMC fluorogenic substrate cleavage; inhibition, % at 5 µM; 0.26% of 220,000 active; AID 1046;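 active = inhibition at or above 40%; inactive = inhibition below 40%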;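 also: 0% = enzyme with no compound and 100% = wells without enzyme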
#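 Material: Human alpha-thrombin protein | Buffer or medium: pH 7.5 Tris-saline with Tween 20 | Reagent: Boc-VPR-AMC substrate, 15 µM final | Schedule: Reaction at ambient temperature | Detection: AMC fluorescence at 355 nm excitation and 460 nm emission | Evaluation: Percent inhibition scaled between no-compound controls and no-enzyme blanks | Controls: no-compound enzyme wells and no-enzyme blanks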
# Furin inh: blocks human furin protease activity; P09958; purified furin, fluorogenic substrate cleavage; inhibition, % at 30 µM; 0.061% of 220,000 active; in the data active = inhibition above about 25%; also: inactives centre near -15
# KLK5 inh: kallikrein 5 (human) inhibition; Q9Y337; recombinant hK5, fluorogenic AMC substrate cleavage; inhibition, % at 5 µM; 0.59% of 210,000 active; AID 873;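 active = inhibition of 40% or more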;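 also: 0% = enzyme controls without compound and 100% = no-enzyme blanks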
# * hit, by the source's call; · = no result given; [ ] = remark or other dose.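 The calls were made as follows, unless noted: active = inhibition above about 30% (limit read from the data); inactive = the rest.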
Molecule	14-3-3 Bad PPI	eIF4E 4G PPI	KCC2 mod	Rad51 HR inh	NCF1 inh	EBV gp42 inh	Thrombin inh	Furin inh	KLK5 inh
CC(C)CC(COCc1cccc(Cl)c1)N1CCN(C(=O)c2cccc(C(F)(F)F)c2)CCC1=O (stereo not drawn)	4	3[fluorescence artefact?]	-0.92	-2	9	-11	2	-2	1
COc1cc2c(cc1OC)C(c1ccncc1)CC(=O)N2 (stereo not drawn)	19	-3	1.1	1	1	-11	-8	-5[20 µM]	-6
O=C(CN1CCCCCC1)N1c2ccccc2Sc2ccccc21	-9	-1	0.27	-3	-3	2	1	0	-9
O=C1C2ON(c3ccccc3)C(c3ccncc3)C2C(=O)N1c1ccc(Br)cc1 (stereo not drawn)	13	9	·	1	-4	-7	4	-21	-8
O=S1(=O)CCN2C=C(Br)C=C(Br)C2=N1	2	5	·	-1	-7	-31	-6	-26	-11
Cc1noc(C)c1COC(=O)c1ccc(-c2nc3ccccc3s2)s1	4	6	·	1	-18	-22	-2	-10	-3
COc1ccc(-c2nnc(SCCOc3cccc(C)c3)n2N)cc1	-23	4	0.12	-4	7	-12	-6	-18	-19
CN(Cc1ccccc1)C(=O)Cn1cccc1C(=O)c1ccccc1	-3[fluorescence artefact?]	-8	-0.52	-1	4	6	-9	-12[20 µM]	-33
CCOC(=O)c1c(-c2ccccc2)csc1NC(=S)NC(=O)c1ccccc1	-9	7	·	0	-26	-10	-5	-19[20 µM]	-4
C/C(=N\NC(=O)c1cccc([N+](=O)[O-])c1)c1cccs1	1	-2	3.8*	5	-7	-12	1	-21	2
Cc1c(Br)c([N+](=O)[O-])nn1CC(=O)Nc1ccc(C(C)C)cc1	-4	2	0.88	-1	1	-22	-3	-10	-1
CCCCNC(=O)Nc1cc(C)on1	0[fluorescence artefact?]	0[fluorescence artefact?]	·	1	-6	5	-2	-24[20 µM]	3
COc1ccc(C(C#N)c2ccc(Cl)nn2)cc1 (stereo not drawn)	-9	-6	-0.68	11	-12	-11	-7	-34	-4
Cc1cccnc1NC1(C(F)(F)F)N=C2SCCN2C1=O (stereo not drawn)	-12	1	-0.076	-51	2	-12	-6	-30	·
Cc1ccc(-n2c(=S)[nH]c3c(oc4ccccc43)c2=O)cc1C	2	-2	5.7*	6	2	-16	-3	-18	11

# Profiles as entered above. Order of screens: 14-3-3 Bad PPI, eIF4E 4G PPI, KCC2 mod, Rad51 HR inh, NCF1 inh, EBV gp42 inh, Thrombin inh, Furin inh, KLK5 inh
# CCOC(=O)c1c(-c2ccccc2)csc1NC(=S)NC(=O)c1ccccc1 in the list: -9, 7, ·, 0, -26, -10, -5, -19[20 µM], -4
# Cc1noc(C)c1COC(=O)c1ccc(-c2nc3ccccc3s2)s1 in the list: 4, 6, ·, 1, -18, -22, -2, -10, -3

# (listing goes on)
Molecule	14-3-3 Bad PPI	eIF4E 4G PPI	KCC2 mod	Rad51 HR inh	NCF1 inh	EBV gp42 inh	Thrombin inh	Furin inh	KLK5 inh
COc1ccccc1N1CCN(C(=O)CNC(=O)c2cn(-c3ccccc3OC)c(=O)c3ccccc23)CC1	-16	-3	·	0	0	-1	101*	-33	2
COC(=O)CN1C(=S)N(c2ccc(F)cc2)C(=O)C1CC(=O)Nc1ccc(OC)cc1 (stereo not drawn)	-2	2	-0.78	5	-2	-15	-8	-8	-4
CCN1C(=O)C(CC(=O)Nc2ccc(OC)cc2)N(CCCN2CCN(c3ccc(F)cc3)CC2)C1=S (stereo not drawn)	-5	2	-0.23	-16	-6	0	2	4	-9
Cc1ccccc1-c1nc(S(=O)(=O)c2ccc(Br)cc2)c(NCc2cccnc2)o1	-10	-4[fluorescence artefact?]	-0.84	-3	-11	18	0	-8[20 µM]	-4
COC(=O)CSc1nnc([C@H](CC(C)C)NC(=O)OC(C)(C)C)o1	-9	0	-0.99	2	2	1	-6	-19	0
COc1ccc(CCn2c(C)cc(C(=O)CSc3nnnn3-c3ccccc3)c2C)cc1OC	2	8	-0.59	-11	8	-13	-19	-19[20 µM]	-14
CCOC(=O)c1c(CN2CCOCC2)n(-c2ccccc2)c2cc(Br)c(O)cc12	58	12	-0.28	-9	-5	17	-7	-16[20 µM]	14
COCCNC(=O)C1CC(=O)N(C2CCCC2)C1 (stereo not drawn)	5[fluorescence artefact?]	1	·	2	-8	-12	0	-17	5
Cc1cc(C)cc(CSc2nnc(C)c(=O)[nH]2)c1	1	-3	-0.67	14	-13	-21	-19	-10[20 µM]	5
COc1ccc(N/C(C)=C2/C(=O)C(=O)N(CCO)C2c2ccc(Br)cc2)cc1 (stereo not drawn)	-14	4	·	-3	-12	7	0	-2	5
O=C(/C=C/Nc1ccccc1C(=O)O)c1cccs1	-6[fluorescence artefact?]	3	-0.87	-13	-21	-19	2	-15	0
CCC(O)C1CCN(Cc2cn(Cc3ccccc3)nc2-c2cc3ccccc3o2)CC1 (stereo not drawn)	-5	-2	0.033	-43	-9	-1	-10	-25	6
CCCc1[nH]n(-c2ccc([N+](=O)[O-])cc2)c(=O)c1C=NCCc1c[nH]c2ccccc12	-16	0	·	2	-10	8	2	-17[20 µM]	-7
CC1CCCC(C)N1C(=O)Cc1ccccc1 (stereo not drawn)	-7	2[fluorescence artefact?]	1.5	-2	-2	-2	-18	-15[20 µM]	-26
Cc1cc(OCC(O)CN2CCN(CCO)CC2)ccc1C(C)C (stereo not drawn)	63	11	0.034	0	-3	9	-5	0[20 µM]	-10
COc1ccccc1C(=O)Nc1cc(Cl)ccc1O	16[fluorescence artefact?]	1[fluorescence artefact?]	1.1	-3	-29	-5	-9	-16	-19
CC1(C)CC(C)(O)N(Cc2ccccc2)C(=S)N1 (stereo not drawn)	-12	2	0.024	0	-9	-5	2	-22	4
O=[N+]([O-])c1ccccc1N(CC1CO1)S(=O)(=O)c1ccccc1 (stereo not drawn)	11	4	0.2	-11	3	1	-16	-14	-1
Cc1cc(NS(=O)(=O)c2ccc(NC(=O)c3cc4cc(Br)ccc4oc3=O)cc2)no1	53	12	-1.5	2	-21	101*	1	-18	2
CCCCN(C)CCCNC(=O)c1ccc(N2CCCC2=O)cc1	11	0	·	2	-13	-12	-2	-10	-9
O=C(/C=C/c1ccccc1)NC(NC(=S)Nc1cc(Cl)ccc1Cl)C(Cl)(Cl)Cl (stereo not drawn)	-5	3	·	·	-12	-10	4	-29	1
COc1cc(C2C=C(Nc3ccccc3)C(=O)N2c2ccccc2)ccc1O (stereo not drawn)	0[fluorescence artefact?]	-1	1.7	5	2	-5	-5	-24	-8
CC(C)(C)N(Cc1ccccc1)C(=O)COC(=O)c1cccc([N+](=O)[O-])c1	-3	1	-0.6	-1	-5	-3	0	-18	3
COc1ccccc1NC(=O)CSc1nc2nc(C)cc(C)c2c(=O)[nH]1	-2	5	2.9	2	-2	0	1	-7[20 µM]	-6
COC(=O)c1cc(OC)c(OC)cc1NC(=O)c1cccc(C)c1	-7	-4	0.82	8	-3	3	·	-23	1
COc1cccc(CNC(=O)CCC2CCCN(C(=O)c3ccoc3C)C2)c1 (stereo not drawn)	1	3	·	·	-3	-7	-4	-30	·
CCN(Cc1cc(OC)c(OC)c(OC)c1)C(=S)Nc1cccc(SC)c1	-15	1	·	10	-15	-9	-5	-10	-3
CCC(=O)c1ccccc1OCCN1CCN(CC)CC1	65	5	0.57	3	4	-22	1	3	5
CC(=O)NC(=S)Nc1ccc(NC(=O)c2cccnc2Cl)cc1	-1	-10	0.043	-5	-11	-12	0	-17	2
COc1cc(OC)cc(C(=O)N[C@H](C(=O)OCc2cc(=O)oc3cc(C)ccc23)C(C)C)c1	1	-2	-0.26	33	-10	-12	1	2	-2

# Just 14-3-3 Bad PPI, Rad51 HR inh and KCC2 mod, for some of the entries so far:
SMILES	14-3-3 Bad PPI	Rad51 HR inh	KCC2 mod
O=C(/C=C/c1ccccc1)NC(NC(=S)Nc1cc(Cl)ccc1Cl)C(Cl)(Cl)Cl (stereo not drawn)	-5	·	·
COc1cc(C2C=C(Nc3ccccc3)C(=O)N2c2ccccc2)ccc1O (stereo not drawn)	0[fluorescence artefact?]	5	1.7
CC(C)(C)N(Cc1ccccc1)C(=O)COC(=O)c1cccc([N+](=O)[O-])c1	-3	-1	-0.6
COc1ccccc1NC(=O)CSc1nc2nc(C)cc(C)c2c(=O)[nH]1	-2	2	2.9
COC(=O)c1cc(OC)c(OC)cc1NC(=O)c1cccc(C)c1	-7	8	0.82
COc1cccc(CNC(=O)CCC2CCCN(C(=O)c3ccoc3C)C2)c1 (stereo not drawn)	1	·	·
CCN(Cc1cc(OC)c(OC)c(OC)c1)C(=S)Nc1cccc(SC)c1	-15	10	·

# (list continues)
# The line under a structure holds: 14-3-3 Bad PPI | eIF4E 4G PPI | KCC2 mod | Rad51 HR inh | NCF1 inh | EBV gp42 inh | Thrombin inh | Furin inh | KLK5 inh
> Cn1c(=O)c2c(ncn2Cc2nnc(N)s2)n(C)c1=O
 : -14 | 0 | -0.58 | -44 | 1 | -5 | -7 | -15 | 3
> CC(C)CCn1c(O)c(N=NC(=O)c2ccco2)c2ccccc21
 : -2 | -5 | 0.81 | 18 | -4 | -3 | -1 | -24 | -6
> O=C(O)c1ccc(S(=O)(=O)NC2CCCCC2)cc1
 : 1 | -5 | 0.13 | -3 | -1 | -27 | 1 | -12 | -10
> CC(c1ccon1)N(C)Cc1cn[nH]c1-c1ccc(-c2ccccc2)cc1 (stereo not drawn)
 : -17 | 0 | 0.51 | 14 | -4 | 0 | 0 | -16 | ·
> CCOC(=O)/C=C/C(=O)OCC(=O)Nc1ccc(Cl)cc1Cl
 : -6 | -2 | 0.52 | 1 | -3 | -2 | -6 | -19 | 1
> COc1cc(-c2nnc3sc(C4CCCCC4)nn23)cc(OC)c1OC
 : 0 | 0 | -1 | 4 | -14 | -6 | -6 | -15 | -4
> Cc1nc(S/C(=C/c2ccc(-c3cccc(Cl)c3)o2)C(=O)O)n[nH]1
 : 3 | 2[fluorescence artefact?] | · | · | -41 | -33 | -4 | -10[20 µM] | -7
> CNCc1cc2ccc(C)cc2[nH]c1=O
 : -8 | -13 | 0.48 | 1 | 3 | 5 | 9 | -21 | 45*
> c1cc(C(c2nnnn2C2CCCCC2)N2CCN3CCCC3C2)ccn1 (stereo not drawn)
 : 11 | 0[fluorescence artefact?] | 0.62 | -1 | -9 | 6 | 3 | -11[20 µM] | -3
> COc1cccc2cc(C(C)=O)oc12
 : -4 | 1 | · | -6 | -2 | -1 | -2 | -25 | -2
> COc1ccc(C(=O)C2CCCN(C(=O)c3n[nH]c4c3CCCC4)C2)cc1OC (stereo not drawn)
 : -1 | 2 | -0.88 | 6 | 5 | -12 | -8 | -32 | -7
> COc1ccc(NC(=O)c2ccc3c(c2)C(=O)N(Cc2cccnc2)C3=O)c(OC)c1
 : -11 | -3 | 0.1 | -1 | -8 | -17 | 1 | -29 | 2
